# CaV13 FRET inh: Primary screen for inhibitors of IQ motif and Ca2+-dependent inactivation inhibitor domain binding in CACNA1D, Förster resonance energy transfer in living cells, …; 340,000 compounds, 0.098% hits; AID 743397; HEK cells, CFP/YFP FRET ICDI-IQ, plate reader, 10 min; percent FRET-ratio fall versus neutral wells; inhibition, % at 12.3 µM;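 active = mean replicate inhibition of at least 30% and at least 1% of replicates passing that level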;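 note: 0% = median of the neutral control wells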
# NR2E3 ag-1: NR2E3 agonists in two-hybrid cells, primary screen, cell-based, luminescence, CHO-S, Gal4-NCOR/VP16-NR2E3 | Photoreceptor-specific nuclear receptor (Homo sapiens), Q9Y5X4 | luciferase | inhibition of corepressor binding, % at 3.98 µM | 360,000 compounds, 0.35% hits | AID 602229, 2012;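 active = inhibition above the mean of all tested compounds plus 3 SD, cut at about 70% in these data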;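 note: 0% = DMSO with NR2E3 transfected cells and 100% = cells lacking NR2E3 construct; higher means lower luciferase signal from less NR2E3 corepressor binding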
# TRPM1 prom inh: inhibitors of MITF-dependent TRPM1 promoter reporter, primary screen, cell-based, SK-MEL-5, single point, luciferase | inhibition, % at 12.5 µM | SK-MEL-5 TRPM1 promoter luciferase, 24 h | 330,000 compounds, 0.83% hits;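 active = mean inhibition across replicates of 60% or more, whatever share of single replicates reaches that level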; note: values of inactives mirror those of a sister screen read the other way
# HTR2A ag: mouse Htr2a agonists via beta-arrestin recruitment, primary screen, cell-based, luminescence. 5-hydroxytryptamine receptor 2A (Mus musculus), P35363. CHO-K1 mHTR2A beta-arrestin complementation; percent of 30 µM serotonin response. activation, % at 7.6 µM. 360,000 compounds, 0.66% hits. AID 624169, 2012;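 active = activation above a run cutoff, the mean activation of all tested compounds plus 3 SD, cut at about 14% in these data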;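 note: 0% = plate median of compound wells and 100% = 30 µM serotonin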
# Target sequence (P35363 whole entry, looked up): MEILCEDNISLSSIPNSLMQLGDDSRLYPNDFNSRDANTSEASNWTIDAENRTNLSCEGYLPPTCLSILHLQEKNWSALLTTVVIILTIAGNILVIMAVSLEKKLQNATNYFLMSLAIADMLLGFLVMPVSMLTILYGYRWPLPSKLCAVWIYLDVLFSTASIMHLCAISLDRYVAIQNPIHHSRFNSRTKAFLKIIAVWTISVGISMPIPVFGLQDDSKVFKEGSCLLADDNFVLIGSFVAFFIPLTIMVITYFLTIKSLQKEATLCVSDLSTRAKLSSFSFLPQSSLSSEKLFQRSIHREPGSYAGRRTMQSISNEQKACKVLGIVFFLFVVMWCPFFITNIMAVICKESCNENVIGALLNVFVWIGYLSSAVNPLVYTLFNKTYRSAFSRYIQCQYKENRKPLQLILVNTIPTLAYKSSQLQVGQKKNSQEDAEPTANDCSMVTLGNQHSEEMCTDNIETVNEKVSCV
# HIF-2a inh: HIF-2a reporter inhibitors, primary screen, luminescence, 786-0 RCC cells. 786-0 RCC cells HIF-2a reporter, luciferase luminescence, overnight. inhibition, % at 18.8 µM. 360,000 compounds, 0.72% hits. AID 624352, 2012;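 active = inhibition of the luminescence signal of 40% or more relative to plate controls, in a single-dose primary screen at 18.75 µM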
# PDI turbidity: inhibitors of human PDI, primary screen, biochemical, turbidity, single point, plate reader; PDI insulin aggregation turbidity, A650, 90 min; AID 588391, 2011; 350,000 compounds, 0.052% hits; inhibition, % at 10 µM;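 active = mean inhibition across replicates of 30% or more, whatever share of single replicates reach that level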;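 note: absorbance from insulin aggregation driven by PDI reduction with DTT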
# Target sequence (P07237 whole entry, looked up): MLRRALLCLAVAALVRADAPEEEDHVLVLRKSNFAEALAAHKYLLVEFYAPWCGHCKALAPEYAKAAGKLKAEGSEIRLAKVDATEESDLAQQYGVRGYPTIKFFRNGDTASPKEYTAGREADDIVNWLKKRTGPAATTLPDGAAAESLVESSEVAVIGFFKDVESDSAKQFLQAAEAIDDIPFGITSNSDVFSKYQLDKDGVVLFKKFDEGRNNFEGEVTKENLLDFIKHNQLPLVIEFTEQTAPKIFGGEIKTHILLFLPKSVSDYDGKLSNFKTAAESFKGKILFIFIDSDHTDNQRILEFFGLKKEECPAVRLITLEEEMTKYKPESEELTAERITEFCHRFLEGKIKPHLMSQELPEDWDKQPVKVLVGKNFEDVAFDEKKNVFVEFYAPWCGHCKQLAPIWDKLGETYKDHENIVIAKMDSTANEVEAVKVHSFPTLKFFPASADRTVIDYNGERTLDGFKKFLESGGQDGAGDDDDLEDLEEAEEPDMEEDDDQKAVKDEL
# iPSC survival up: enhancers of single-cell hiPSC survival, primary screen, ATPlite luminescence; 360,000 compounds, 0.044% hits; survival enhancement, % at 20 µM; 100% = ROCK inhibitor wells, 0% = DMSO; in the data active = survival enhancement above about 18%;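 note: cells exposed to compounds for 16 hours before the ATP read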
# Peg3 prom inh: Peg3 promoter-driven luciferase inhibitors, primary screen, cell-based, HeLa, luciferase luminescence; HeLa PEG-Prom luciferase reporter, overnight; inhibition, % at 20 µM; 360,000 compounds, 1.7% hits; AID 588405, 2011;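 active = inhibition of at least 50% at 20 µM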
# NR2E3 ag-2: inhibitors of NR2E3-RetCOR corepressor binding, primary screen, NR2E3 agonist project, biochemical, TR-FRET, GST-NR2E3, biotin-RetCOR; AID 2300, 2010; inhibition of corepressor binding, % at 4.78 µM; 320,000 compounds, 0.12% hits; 1536-well;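 active = percent inhibition above the cutoff of mean plus 3 SD of all tested compounds, set per screening campaign, cut at about 20% in these data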;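 note: 0% = DMSO wells and 100% = biotin wells as full block of FRET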
#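 Format: 1536-well format; test system: GST-NR2E3 and biotin-RetCOR proteins; read-out basis: percent inhibition of TR-FRET ratio; timing: 5 h incubation at 4 °C; detection: time-resolved FRET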
# H9c2 protect: cardioprotection against H2O2-induced cell death, primary screen, uHTS, H9c2 cells, ATPLite luminescence. H9c2 cardiomyocytes, H2O2 injury protection, 2 h. protection from H2O2 cell death, % at 20 µM. 360,000 compounds, 0.63% hits. AID 588492, 2011;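 active = compounds giving at least 50% protection of heart cells from peroxide-induced death in the single-dose screen, raw or plate-pattern-corrected value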;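 note: 0% = DMSO wells with peroxide and 100% = DMSO wells without peroxide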
# Shn3 inh set2: reduction of Shn3 3'UTR firefly luciferase signal, primary screen, Schnurri-3 inhibitor project, cell-based, Clone20 osteoblasts, set 2. AID 588674, 2011. 360,000 compounds, 0.52% hits. Clone20 osteoblast Shn3 3'UTR firefly luciferase, 24 h. inhibition, % at 12.5 µM;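 active = mean inhibition of at least 75% with every replicate also reaching 75%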;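 note: 0% = median of neutral control wells and 100% = pilot-screen positive control compound; some compounds past the cut are filed as inactive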
# An asterisk follows results filed as active; . = no result given.
SMILES,CaV13 FRET inh,NR2E3 ag-1,TRPM1 prom inh,HTR2A ag,HIF-2a inh,PDI turbidity,iPSC survival up,Peg3 prom inh,NR2E3 ag-2,H9c2 protect,Shn3 inh set2
Cn1c(=O)n(Cc2ccccc2)c(=O)c2c1nc(NCC1CCCO1)n2Cc1ccccc1 (stereo not drawn),-6,-3,5,-1,24,-5,-1.7,17,2,10,-7
CCn1c(=S)sc2c(=O)[nH]c(SCC(=O)Nc3cc(OC)ccc3OC)nc21,-5,-9,12,-3,0,3,0.3,9,4,4,-10
Cc1ccccc1CSc1nnc(NC(=O)Cc2cccs2)s1,-8,-13,-3,0,17,6,0.2,-10,-2,-10,-9
CCC(=O)N1CCN(c2ccc(NC(=O)c3ccccc3)cc2)CC1,-3,-42,-21,1,-67,0,-0.1,-47,-2,1,-18
CCOC(=O)C1CCCN(Cc2cccs2)C1 (stereo not drawn),-3,14,8,-4,-16,1,2.1,12,0,11,-47
O=C1CCC(C(=O)OCc2cc(Cl)ccc2OC(F)F)N1 (stereo not drawn),-4,2,1,4,10,4,2.2,5,-1,1,3
O=S(=O)(Nc1ccc(Cl)cc1NS(=O)(=O)c1ccccc1)c1ccccc1,-7,82*,6,1,17,-5,-0.8,47,.,-16,1
CCn1c(C)cc(C=C2C(=O)c3ccccc3C2=O)c1C,-36,-52,-5,-2,-266,-8,-4.9,-141,.,-17,-41
O=C(NC(=S)N1CCN(c2ccc([N+](=O)[O-])cc2Cl)CC1)c1ccco1,-2,-20,10,2,19,-7,0.0,12,4,-8,24
Brc1ccc(C2NCCS2)cc1 (stereo not drawn),5,3,-2,1,12,4,0.1,15,-1,1,-8
CC(=O)c1sc(NC(=O)c2cccc(N3C(=O)CCC3=O)c2)nc1-c1ccccc1,-2,-3,13,1,-3,2,-0.4,13,2,-5,15
COc1ccc(-c2oc3c(c2C#CC(C)(C)O)C(OCCO)CC3)cc1 (stereo not drawn),-8,1,.,-3,-4,.,-1.0,.,.,.,.
Cc1ccc(NC(=O)c2cccc(S(=O)(=O)N(C)C3CCCCC3)c2)nc1,-7,8,10,-3,5,4,-0.5,14,1,-7,28
COc1cc(C(=O)NCc2nnc(SCC(=O)NCc3ccco3)o2)cc(OC)c1OC,-7,-23,2,7,14,1,-0.5,7,1,-1,3
CC1CCCC(C)N1C(=O)CSc1nnnn1-c1cccc2c1CCCC2 (stereo not drawn),-4,-3,9,0,18,-13,12,13,1,-2,16
CCOC(=O)c1nc(NCc2ccccc2)c2ccccc2n1,-5,-6,-11,0,-18,-1,1.5,12,1,-2,15
CCS(=O)(=O)c1nc(S(=O)(=O)c2ccc(Cl)cc2)c(NCCOC)s1,0,13,8,-2,-4,0,-0.9,19,0,-1,-11
O=C(Cc1ccccc1[N+](=O)[O-])NNC(=O)Nc1ccc2c(c1)OCO2,-5,-27,5,-5,12,-3,-0.1,9,1,6,4
COc1ccc(NC(=S)Nc2ccccc2Cl)cn1,5,-37,-1,-1,-66,7,-0.4,-21,4,-8,-2
CC(C)(C)c1ccc2c(c1)C(=O)c1ccccc1C2=O,6,-127,11,2,-183,-4,-1.3,-196,-4,-11,15

# Only NR2E3 ag-1, for two of the compounds above:
compound | NR2E3 ag-1
CCOC(=O)C1CCCN(Cc2cccs2)C1 (stereo not drawn) | 14
Cc1ccc(NC(=O)c2cccc(S(=O)(=O)N(C)C3CCCCC3)c2)nc1 | 8

# (listing goes on)
SMILES,CaV13 FRET inh,NR2E3 ag-1,TRPM1 prom inh,HTR2A ag,HIF-2a inh,PDI turbidity,iPSC survival up,Peg3 prom inh,NR2E3 ag-2,H9c2 protect,Shn3 inh set2
Cc1c(Cl)cccc1NC(=O)CC1SC(=NCC2CCCO2)NC1=O (stereo not drawn),-3,-24,5,-1,16,-1,2.6,5,-4,1,15
Cc1cc(-c2nc3ncccc3o2)ccc1NC(=O)CC(C)C,-6,-36,.,7,-160,-4,1.4,-107,-1,21,-12
CC1=C(C(=O)N2CCOCC2)CC(CC(=O)NCCCCc2ccccc2)C(=O)N1Cc1ccc(C(C)(C)C)cc1 (stereo not drawn),-5,14,.,0,-11,4,-0.8,31,.,13,-8
CCOc1ccc(C(=O)NC2CCN(C(=S)Nc3ccccc3C)CC2)cc1,7,0,5,-2,12,-2,-1.3,7,2,0,-5
COc1ccc(CNC(=O)C2(CC3CC(c4ccccc4)=NO3)CCN(C(=O)CCCCCBr)CC2)cc1 (stereo not drawn),-6,3,-7,12,-10,-1,1.1,9,3,9,12
Cc1cc(C)c(S(=O)(=O)NCc2ccc3c(c2)cc(C)n3C)c(C)c1,-17,-24,-2,-3,6,.,-1.7,7,0,-3,6
Cc1ccccc1N1C(=O)CC(c2c[nH]c3ccccc23)C1=O (stereo not drawn),-4,4,13,0,0,14,-1.9,15,-3,6,-8
O=C1c2ccccc2C(Nc2ccc3nc(-c4cccnc4)[nH]c3c2)N1Cc1ccco1 (stereo not drawn),-5,7,-8,-2,-33,.,-1.6,-7,0,21,16
O=C(O)CCn1nnc2ccccc21,-16,-17,3,1,19,-1,-0.6,9,4,-3,-8
Cc1cc(=O)[nH]n(CCO)c1=O,-3,-3,-1,8,14,-3,0.3,6,1,11,2

# Some of these compounds in order of count of non-hydrogen atoms, ascending.
SMILES,CaV13 FRET inh,NR2E3 ag-1,TRPM1 prom inh,HTR2A ag,HIF-2a inh,PDI turbidity,iPSC survival up,Peg3 prom inh,NR2E3 ag-2,H9c2 protect,Shn3 inh set2
O=C(O)CCn1nnc2ccccc21,-16,-17,3,1,19,-1,-0.6,9,4,-3,-8
CCOc1ccc(C(=O)NC2CCN(C(=S)Nc3ccccc3C)CC2)cc1,7,0,5,-2,12,-2,-1.3,7,2,0,-5
CC1=C(C(=O)N2CCOCC2)CC(CC(=O)NCCCCc2ccccc2)C(=O)N1Cc1ccc(C(C)(C)C)cc1 (stereo not drawn),-5,14,.,0,-11,4,-0.8,31,.,13,-8

# (more compounds)
SMILES,CaV13 FRET inh,NR2E3 ag-1,TRPM1 prom inh,HTR2A ag,HIF-2a inh,PDI turbidity,iPSC survival up,Peg3 prom inh,NR2E3 ag-2,H9c2 protect,Shn3 inh set2
COc1cccc(NC(=O)CSc2ccc(-c3sc(C)nc3C)nn2)c1,-6,-1,11,-2,3,1,-0.1,5,7,4,28
CC(=O)Nc1cccc(NC(=O)Nc2cccc(Cl)c2C)c1,-4,9,6,2,-4,4,-1.2,-5,2,-5,14
COc1cccc(C(=O)NCCSc2ccc(Br)cc2)c1,-6,-16,-3,-6,-9,-6,-2.7,5,1,-2,6
CCOC(=O)N1CCc2c(sc3nc[nH]c(=O)c23)C1,-5,8,-14,-3,22,0,-0.2,15,1,3,7
O=C1CCCCC1(O)Cc1ccc2c(c1)OCO2 (stereo not drawn),-9,-16,-16,0,-1,25,-2.0,20,.,9,-12
CCOC(=O)C1CCC2(CC1)C(C#N)=C(N)Oc1n[nH]c(C)c12 (stereo not drawn),-5,5,2,-1,22,5,-0.5,11,-2,-3,22
C/C(=N\NC(=S)NCc1ccccc1)c1ccccc1,2,56,-22,-6,-149,11,-2.1,-104,1,-8,-20
COc1ccc(S(=O)(=O)N(C)c2ccc(C(=O)NC3CC3)cc2)cc1,-6,-16,7,-2,6,-2,-0.4,8,0,-6,11
COc1cc(OC)cc(C(=O)NC(C)CCc2ccccc2)c1 (stereo not drawn),-3,23,6,-4,9,16,3.4,17,1,-3,8
CCOc1ccc(CN2CCN(Cc3cccc4nonc34)CC2CCO)cc1 (stereo not drawn),-7,-13,-14,-6,28,0,-1.6,10,4,-6,0

# Taken from above.
# COc1cccc(C(=O)NCCSc2ccc(Br)cc2)c1 – HTR2A ag: -6
# C/C(=N\NC(=S)NCc1ccccc1)c1ccccc1 – CaV13 FRET inh: 2
# O=C1CCCCC1(O)Cc1ccc2c(c1)OCO2 (stereo not drawn) – H9c2 protect: 9
# CCOc1ccc(CN2CCN(Cc3cccc4nonc34)CC2CCO)cc1 (stereo not drawn) – TRPM1 prom inh: -14

# (further entries)
SMILES,CaV13 FRET inh,NR2E3 ag-1,TRPM1 prom inh,HTR2A ag,HIF-2a inh,PDI turbidity,iPSC survival up,Peg3 prom inh,NR2E3 ag-2,H9c2 protect,Shn3 inh set2
CC1=C(C(=O)OCC(Cl)(Cl)Cl)N2C(=O)C(NC(=O)Cc3ccccc3)C2SC1 (stereo not drawn),-4,19,-11,5,13,-17,0.6,9,4,2,0
COc1cc(/C=N/NC(=O)c2cccc3ccccc23)cc(OC)c1O,-2,-4,1,-8,12,-4,-0.3,-1,.,-1,9
Cc1cc(Br)cn2c(Cc3ccsc3)c(-c3ccccc3)nc12,-5,-24,.,3,-8,.,-2.0,30,.,4,-9
O=C(Cc1cccs1)NCc1ccco1,.,-30,15,-3,-2,3,-0.9,-15,2,2,7
Cc1cc(C)c(C)c(S(=O)(=O)N2CCN(c3ccc(O)cc3)CC2)c1C,-2,-33,-1,-9,15,15,0.6,21,2,2,8
O=C(Nc1ccc(F)cc1)c1oc2ccccc2c1NC(=O)C1CC1,-7,0,-5,-2,-30,5,0.7,-12,0,3,1
COc1ccc(CN(C)C(=O)COC(=O)c2c(-c3ccccc3Cl)noc2C)cc1,-7,-12,-1,0,22,1,0.2,19,0,12,13
CN(CC(=O)O)S(=O)(=O)c1ccc2oc3ccccc3c2c1,-6,0,5,4,14,-5,0.0,0,-1,-1,5
Cc1nnc(NC(=O)CSc2nc3ccccc3o2)s1,.,4,-3,-1,-26,-15,-1.3,2,-1,7,-26
CCc1ccc(NC(=O)C(C)Sc2nc(-c3ccco3)c(C#N)c(=O)[nH]2)cc1 (stereo not drawn),-5,3,-14,0,3,-14,-0.1,7,2,-2,-6
CSc1nnc(NC(=O)c2cccc(S(=O)(=O)N3CCOCC3)c2)s1,.,-4,9,-4,-25,-3,0.0,-10,0,4,-16
